# Screens (PubChem)
# GPR55 LPI antagonism: GPR55 antagonists blocking LPI-driven arrestin recruitment, primary screen, imaging, U2OS, beta-arrestin-GFP, LPI agonist (AID 2013). U2OS GPR55 beta-arrestin-GFP translocation imaging, LPI antagonism; higher % means a stronger effect. inhibition, % at 10 µM, or IC50 in µM where a hit was titrated. actives 0.13% (n = 290,000);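 active = spots per cell inhibited over 60%, with over 100 cells counted and total cytoplasm intensity under 500,000; inconclusive = wells with under 100 cells, flagged as likely toxic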;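 note: U2OS cells stably carrying GPR55 and arrestin-GFP stimulated by 5 µM LPI near EC80; imaged beta-arrestin-GFP aggregate spots per cell after agonist stimulation; plate controls were LPI-stimulated DMSO wells for no effect and DMSO wells without LPI for full effect; some results filed as inactive read as strong as hits; confirmed hits need IC50 under 10 µM and bright autofluorescent wells are also inconclusive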
# NTR1 ag: NTR1-driven beta-arrestin-GFP spot formation – imaging, U2OS cells, high content, primary screen (AID 493036); P30989; agonist mode; activation, % at 20 µM; actives 0.17% (n = 330,000);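 active = activation at or above 40% of the spot to cytoplasm intensity ratio, with at least 20 cells analyzed; inconclusive = wells under 20 cells, flagged as cytotoxic or low count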;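 note: 0% = DMSO without peptide and 100% = 100 nM NTR1 peptide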
# Target sequence (P30989 whole entry, looked up): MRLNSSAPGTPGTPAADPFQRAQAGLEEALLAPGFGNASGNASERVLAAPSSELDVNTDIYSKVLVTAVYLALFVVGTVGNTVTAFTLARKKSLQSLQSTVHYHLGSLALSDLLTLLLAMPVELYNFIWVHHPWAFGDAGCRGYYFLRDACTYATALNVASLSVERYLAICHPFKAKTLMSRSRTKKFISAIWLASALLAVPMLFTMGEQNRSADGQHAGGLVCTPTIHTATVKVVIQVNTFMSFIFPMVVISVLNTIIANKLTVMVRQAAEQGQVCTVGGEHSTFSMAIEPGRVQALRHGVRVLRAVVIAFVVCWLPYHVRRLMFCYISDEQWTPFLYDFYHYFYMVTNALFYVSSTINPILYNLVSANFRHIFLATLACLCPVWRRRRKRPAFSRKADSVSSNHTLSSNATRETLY
# KOR beta-arrestin-1: KOR antagonists, beta-arrestin recruitment, cell-based, luminescence, uHTS (AID 1778). KOR beta-arrestin recruitment, luminescence, antagonist mode; higher % means a stronger effect. inhibition, % at 10 µM; hits with a dose series show IC50 in µM. actives 0.091% (n = 290,000); in the data active = inhibition above about 50%; note: strong numbers were not always called active
# PhoP inhibition: inhibitors of PhoP regulon expression, primary screen, Salmonella Typhimurium, GFP reporter (AID 1863) | S. Typhimurium PhoP-regulated promoter GFP reporter, 4 h; higher % means a stronger effect | actives 0.16% (n = 300,000) | inhibition, % at 50 µM, or IC50 in µM where a hit was titrated;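 active = inhibition over 29.93%, a cutoff 3 SD above the screen mean, later confirmed by dose response; inconclusive = inhibition over 29.93% but no dose response follow-up; inactive = inhibition at most 29.93% or unconfirmed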;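 note: 0% = low Mg2+ inducing control and 100% = high Mg2+ repressing control; strong numbers were not always called active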
# GPR55 beta-arrestin: selective activators of receptor GPR55 – imaging, U2OS cells, beta-arrestin-GFP redistribution, primary screen (AID 1961). U2OS GPR55 beta-arrestin-GFP redistribution imaging; higher % means a stronger effect. activation, % at 10 µM, or EC50 in µM where a hit was titrated. actives 0.048% (n = 290,000);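 active = activation above 40% with more than 50 cells counted in the well; inconclusive = wells holding fewer than 50 cells, flagged as toxic or sparse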;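 note: U2OS osteosarcoma cells stably expressing GPR55 and beta-arrestin-GFP; plate controls were DMSO negative control for no effect and LPI positive control for full effect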
# GPR35 arrestin U2OS: inhibition of zaprinast-stimulated GPR35 beta-arrestin translocation – imaging, U2OS, beta-arrestin-GFP, zaprinast agonist, primary screen (AID 2058); U2OS GPR35 beta-arrestin-GFP translocation imaging, zaprinast antagonism; higher % means a stronger effect; one-dose inhibition, % at 10 µM; IC50 in µM for titrated hits; actives 0.052% (n = 290,000);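 active = inhibition of at least 50% with at least 30 cells and total cytoplasm GFP at most 10,000,000; inconclusive = under 30 cells or total GFP of 10,000,000 plus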
# West Nile antiviral: West Nile virus antiviral activity, cell-based, CPE readout (AID 1621). West Nile virus-infected cells, CPE inhibition; higher % means a stronger effect. actives 0.02% (n = 290,000). CPE inhibition, % at 10 µM; hits with a dose series show IC50 in µM; in the data active = a potency from the dose series; inconclusive = CPE inhibition mostly from about 3.7% at the one dose, without a potency; inactive = the rest, 99 in 100 with CPE inhibition below about 2.2%; note: strong numbers were not always called active
# KOR beta-arrestin-2: KOR agonists, beta-arrestin recruitment, primary screen, cell-based, luminescence, uHTS (AID 1777). one-dose activation, % at 10 µM; EC50 in µM for titrated hits. actives 0.02% (n = 280,000). KOR beta-arrestin recruitment, luminescence; higher % means a stronger effect; in the data active = activation above about 50%, passing the limit was not always enough; note: a part of the inactive calls stands beside numbers as strong as those of hits
# T cell HTS: T cell immune modulation candidate; actives 0.068% (n = 330,000); 2C CD8+ T cell-vesicle binding, flow cytometry; active compounds read low; calls only at 7 µM; AID 2052;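 active = response, share of CD8 T cells binding vesicles, and their 90th percentile fluorescence all below set limits, cut at about 80% in these data, passing the limit was not always enough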
#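 Read-out – percent CD8+ FL2 mean versus row control · System – murine 2C transgenic CD8+ T lymphocytes · Times – 1.5 h cell–vesicle binding at 37 °C, then 20 min icy labelling · Control set – naked vesicles low, QL9 vesicles with vehicle high · Detection – cytometric PE anti-B7-1 and Alexa647 anti-CD8 signals after 1% paraformaldehyde fixation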
# T cell HTS vesicle-bound %: second read-out of T cell HTS, no call of its own (marks repeat the call); double positive events, %; measured here: CD8+ vesicle-bound cell fraction;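 binding gate set so that unloaded-vesicle control wells show 10% double positive cells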
# NTR1 ag cell count 20 µM: second read-out of NTR1 ag, no call of its own (marks repeat the call); cell count; measured here: cell count, cytotoxicity flag
# Starred values were filed as active, the others as inactive; i = inactive; ? = inconclusive; . = not tested or not shown; [ ] = remark or other dose.
# Results follow in this order: GPR35 arrestin U2OS	NTR1 ag cell count 20 µM	T cell HTS vesicle-bound %	KOR beta-arrestin-1	West Nile antiviral	PhoP inhibition	NTR1 ag	GPR55 LPI antagonism	T cell HTS	KOR beta-arrestin-2	GPR55 beta-arrestin
Cc1ccc2[nH]c3c(c2c1)CN(C(=O)CN1CCN(C(=O)c2ccco2)CC1)CC3
  -11%	49	29	11%	-0.2%	-14%	-0.8	6%	i	-1.4%	-0.1%
Cc1cccc(N2CSC3=C(C#N)C(c4ccc(C)o4)CC(=O)N3C2)c1 (stereo unspecified)
  6%	80	55	13%	-0.1%	-9%	3.7	4%	i	3.9%	0.2%
CCN(C(=O)COC(=O)/C=C/c1cccc(Br)c1)C1CCS(=O)(=O)C1 (stereo unspecified)
  -11%	59	25	0%	0.1%	8%	-0.8	13%	i	2.4%	0.0%
CCOC(=O)C1CCN(C(=O)COc2cc(C)c(Br)c(C)c2)CC1
  -7%	51	29	1%	0.3%	10%	2.3	-10%	i	10%	-1.0%
O=C(CC(=O)NC1CCCCC1)N/N=C/c1ccccc1[N+](=O)[O-]
  5%	36	42	7%	-0.2%	6%	0.4	-1%	i	-5.3%	0.3%
CCCn1c(SCC(=O)NCc2ccc(Cl)cc2)n[nH]c1=O
  12%	54	54	8%	0.3%	9%	-1.4	14%	i	-5.2%	-0.5%
O=C(Oc1cccc(-n2cnnn2)c1)c1ccccc1
  -14%	45	12	-12%[20 µM]	0.1%	8%	3.6	4%	i	-1.4%	-0.1%
Cc1ccc(Sc2ncnc3onc(C)c23)c(C)c1
  -14%	.	.	16%	-0.3%	-3%	.	-5%	.	-1.5%	0.1%
COc1ccc(CC(=O)NNS(=O)(=O)c2ccc3ccccc3c2)cc1OC
  1%	59	56	-8%	-0.1%	19%	-0.9	3%	i	0.2%	-0.3%
N/C(=N\OC(=O)/C=C/c1ccccc1)c1ccc(Br)cc1
  -9%	89	14	15%	-0.1%	-12%	-2.6	-4%	i	-1.5%	-0.1%
COc1cccc2cc(C(C)N(CCCN3CCOCC3)C(=S)Nc3c(C)cccc3C)oc12 (stereo unspecified)
  12%	64	12	-1%	-0.4%	-5%	-0.6	5%	i	-6.2%	-0.3%
O=C(NC(Cc1ccc(O)cc1)C(=O)O)c1ccco1 (stereo unspecified)
  4%	49	45	28%[20 µM]	0.6%	9%	-0.8	0%	i	-3.0%	0.3%
Clc1ncccc1-c1nc2ccccc2s1
  5%	32	44	10%	0.7%	-5%	1.7	4%	i	-5.7%	0.5%
CC[n+]1c(C)n(C)c2cc(S(=O)(=O)N(C)C)ccc21
  21%	41	57	-24%	0.3%	2%	1.4	8%	i	-4.4%	-0.1%
CCCCNC(=S)Nc1ccc([N+](=O)[O-])cc1
  -4%	33	42	13%	-1.3%	?	3.3	0%	i	3.5%	-0.3%
Cc1cc(C(=O)Nc2ccccc2C(=O)N2CCCCC2)ccc1[N+](=O)[O-]
  1%	79	35	13%[20 µM]	-0.6%	1%	-0.8	1%	i	-5.6%	0.5%
CN(CCCN1CCOCC1)C(=O)c1cc(COc2c(F)cccc2F)on1
  12%	61	6	-2%	0.2%	1%	-0.7	12%	i	3.4%	-0.1%
CC(=O)Nc1cccc(NC(=O)COc2ccccc2C)c1
  3%	60	37	-22%[20 µM]	0.4%	-6%	0.0	23%	i	6.2%	0.4%
COc1cc(CC(=O)NNC(=O)c2cc(C)oc2C)cc(OC)c1OC
  6%	53	45	7%	-0.1%	-9%	1.3	8%	i	-4.4%	-0.1%
COc1ccccc1N1CCN(C(=O)c2ccc3[nH]c4c(c3c2)CCCC4)CC1
  50%	41	29	-50%	-0.4%	23%	5.8	-7%	i	-5.5%	-0.3%
COc1cc([N+](=O)[O-])cc(/C=N/NC(=O)CC#N)c1O
  -5%	.	.	0%	0.6%	13%	.	-3%	.	-6.2%	0.1%
Nc1c(C(=O)O)cnc2nc(N3CCOCC3)nn12
  -4%	69	40	-9%	-0.1%	3%	1.8	9%	i	-6.4%	0.6%
O=C(O)/C=C/C(=O)N1CCN(C(c2ccccc2)c2ccccc2)CC1
  1%	30	22	-19%	1.1%	-2%	-0.5	9%	i	7.7%	0.6%
Cc1nn(-c2ccccc2)c(C)c1NC(=O)COc1ccc(C#N)cc1
  -1%	27	30	17%	0.9%	-4%	2.3	-2%	i	1.4%	0.1%
COc1ccc(N2CCN(C(=O)c3ccc(CS(=O)(=O)c4ccccc4C)o3)CC2)cc1
  -2%	91	52	6%[20 µM]	-0.2%	.	0.5	5%	i	-7.8%	0.6%
Cc1ccc(S(=O)(=O)n2nc(OC(=O)C(C)(C)C)cc2N)cc1
  13%	82	56	-12%	0.6%	4%	-2.1	9%	i	5.5%	0.2%
O=C(NCc1ccc2c(c1)OCO2)c1ccc(COc2cccc(Cl)c2)o1
  -15%	93	52	-51%	.	4%	-6.0	2%	i	-1.1%	-0.1%
CC(C)(C)C(=O)C(Oc1cccc2nonc12)n1cncn1 (stereo unspecified)
  -14%	36	39	21%	0.3%	11%	-0.2	-4%	i	7.0%	0.2%
O=C(Cc1cc(=O)[nH][nH]1)N/N=C/c1ccccc1Cl
  -6%	52	35	8%	0.3%	2%	1.1	-7%	i	2.5%	0.6%
Cc1cc(C(=O)N2CCCc3ccccc32)ccc1[N+](=O)[O-]
  -8%	61	58	-72%[20 µM]	-1.8%	-5%	2.2	6%	i	2.9%	-0.3%
CCCCNC(=S)NNC(=O)c1c(C)nc2ccccn12
  9%	25	36	36%	0.1%	-6%	-0.6	-8%	i	-7.1%	-0.2%
Cc1[nH]c(=O)[nH]c(=O)c1S(=O)(=O)N1CCCC(C(=O)NCc2ccc3c(c2)OCO3)C1 (stereo unspecified)
  11%	46	47	-6%	0.3%	3%	0.0	4%	i	-2.1%	0.7%
COC(=O)C1=C(N)Oc2cc(C)n(CC3CCCO3)c(=O)c2C1c1ccccc1 (stereo unspecified)
  -4%	41	55	-55%	0.1%	-8%	-0.7	18%	i	5.3%	0.0%
C1CCCN(CCCCN2CCCCCC2)CC1
  -8%	69	34	26%	.	-2%	-0.8	6%	i	-3.5%	-0.4%
CCOC(=O)N1CCN(C(=O)CCn2c(=S)[nH]c3ccccc3c2=O)CC1
  -11%	69	16	-5%	-0.2%	1%	0.7	8%	i	-4.2%	0.2%
CN(CC(=O)Nc1ccc(Cl)c(C(F)(F)F)c1)Cc1cc(=O)n2ccsc2n1
  13%	59	10	-19%	0.0%	8%	0.1	0%	i	7.4%	-0.7%
COc1ccc(Oc2ncnc3c2oc2ccc(Br)cc23)cc1
  14%	98	29	-3%	0.0%	.	-0.8	26%	i	11%	0.0%
CCOc1ccc(N(CC(=O)NCC2CCCO2)S(=O)(=O)c2ccc(Cl)cc2)cc1 (stereo unspecified)
  3%	72	23	-27%	0.0%	-6%	0.6	-4%	i	2.9%	0.2%
CC(C)CC1NC(=S)N(Cc2ccccc2)C1=O (stereo unspecified)
  0%	83	59	-5%	2.5%	5%	2.1	-12%	i	10%	-0.3%
C/C(Cl)=C\Cn1c(Nc2ccccc2)nc2c1c(=O)n(C)c(=O)n2C
  21%	61	8	-9%	-0.2%	-8%	3.5	-37%	i	1.4%	0.6%
O=S1(=O)CCC(NC(=S)Nc2ccccc2)C1 (stereo unspecified)
  8%	44	16	19%	0.3%	-15%	0.2	0%	i	-0.2%	0.3%
CCOc1ccc2[nH]c(=O)c(CN(CCOC)C(=O)N3CCOCC3)cc2c1
  2%	101	22	-10%	-0.3%	7%	0.2	-3%	i	-2.2%	-0.1%
Cc1c(OCc2nn[nH]n2)ccc2c(-c3ccccc3)cc(=O)oc12
  -4%	88	38	0%	1.5%	7%	0.9	3%	i	6.7%	-0.1%
O=C(CCCCCN1C(=O)c2ccccc2C1=O)Nc1cccc(O)c1
  -8%	67	59	11%	0.2%	-4%	1.7	-1%	i	-3.1%	0.3%
Cc1ccccc1OCCC(=O)OCC(=O)Nc1cc(S(=O)(=O)N2CCOCC2)ccc1Cl
  -17%	39	46	2%	-0.6%	-4%	0.2	11%	i	-0.9%	0.5%
O=C(COC(=O)Cn1cnc2ccccc21)NCc1ccc(F)cc1
  -8%	41	48	14%	0.5%	7%	2.0	8%	i	1.4%	0.2%
CC(C)c1[nH]nc2c1C(c1ccco1)C(C#N)=C(N)O2 (stereo unspecified)
  -6%	34	24	-23%[20 µM]	-1.1%	.	1.4	10%	i	.	0.1%
COc1cnc(-c2cccc(C(F)(F)F)c2)[nH]c1=O
  -17%	92	34	-21%	-0.2%	-6%	0.9	21%	i	3.3%	0.1%
CCNc1nc(NCC)nc(N/N=C/c2ccccc2)n1
  2%	85	24	13%	0.6%	-4%	-1.2	-5%	i	-2.9%	-0.1%
COc1cc2c(cc1OC)C(NC(=O)C(F)(F)F)C/C2=N\O (stereo unspecified)
  -2%	49	42	-6%	-0.2%	-5%	-0.5	1%	i	2.2%	0.1%

# Next part
# Results follow in this order: GPR35 arrestin U2OS	NTR1 ag cell count 20 µM	T cell HTS vesicle-bound %	KOR beta-arrestin-1	West Nile antiviral	PhoP inhibition	NTR1 ag	GPR55 LPI antagonism	T cell HTS	KOR beta-arrestin-2	GPR55 beta-arrestin
Cc1ccc(F)cc1NC(=O)C1C2CCC(O2)C1C(=O)O (stereo unspecified)
  9%	68	45	23%	0.3%	10%	0.6	13%	i	-2.5%	0.6%
O=C(c1ccccc1)c1cc([N+](=O)[O-])ccc1N1CCCC1
  40%	49	28	-6%	-0.2%	8%	-1.0	11%	i	-0.7%	-0.1%
O=C(CN(C(=O)CSc1nc2ccccc2o1)c1ccccc1F)NC1CCCCC1
  -5%	89	54	10%	-1.8%	-15%	1.4	4%	i	-1.9%	-0.3%
CC1(C)OC(=O)C(=CNc2ccccn2)C(=O)O1
  -1%	35	55	7%	0.8%	-6%	-0.8	3%	i	2.8%	0.2%
CCS(=O)(=O)N1CCC(C(=O)Nc2ccc(C(C)=O)cc2)CC1
  -2%	66	14	-8%[20 µM]	-0.3%	-1%	-0.1	-5%	i	8.2%	-0.3%
